UCHL1 block – inhibitors of human UCHL1 deubiquitinase | purified UCHL1, Ub-rhodamine cleavage fluorescence | inhibition, % at 20 µM | hit rate 0.2% among 47,000
USP17 inh – blocks human USP17 ubiquitin-rhodamine cleavage; AID 1645855; A8MUK1; purified USP17, Ub-rhodamine cleavage fluorescence, 3 h; inhibition, % at 50 µM; hit rate 6.5% among 47,000
Target sequence (A8MUK1 whole entry, looked up): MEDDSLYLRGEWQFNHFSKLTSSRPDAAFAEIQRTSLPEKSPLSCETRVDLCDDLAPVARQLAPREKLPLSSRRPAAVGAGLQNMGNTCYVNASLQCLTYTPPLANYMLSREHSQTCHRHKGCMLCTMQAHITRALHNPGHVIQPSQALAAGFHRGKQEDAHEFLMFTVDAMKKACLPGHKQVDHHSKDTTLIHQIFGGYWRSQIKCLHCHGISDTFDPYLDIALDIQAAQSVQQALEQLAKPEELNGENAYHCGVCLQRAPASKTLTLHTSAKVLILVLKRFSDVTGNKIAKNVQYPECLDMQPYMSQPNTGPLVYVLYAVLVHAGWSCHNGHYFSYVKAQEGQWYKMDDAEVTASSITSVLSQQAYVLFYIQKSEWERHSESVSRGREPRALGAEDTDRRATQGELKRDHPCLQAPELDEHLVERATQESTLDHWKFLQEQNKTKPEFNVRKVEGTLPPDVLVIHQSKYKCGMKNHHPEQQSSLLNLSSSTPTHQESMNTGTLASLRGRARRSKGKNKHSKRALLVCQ
USP10 block – blocks human USP10 ubiquitin-rhodamine cleavage | Q14694 | purified USP10, Ub-rhodamine fluorescence, 60 min | inhibition, % at 20 µM | hit rate 1.1% among 47,000 | AID 1645856
USP7 block – blocks human USP7 ubiquitin-rhodamine cleavage; Q93009; purified USP7, Ub-rhodamine cleavage fluorescence; inhibition, % at 20 µM; hit rate 0.3% among 47,000
USP8 inh – inhibitors of human USP8 deubiquitinase | P40818 | purified USP8, Ub-rhodamine cleavage fluorescence, 30 min | inhibition, % at 20 µM | hit rate 4.2% among 47,000
OTUD3 block – human OTUD3 deubiquitinase inhibition; inhibition, % at 25 µM; purified OTUD3, Ub-rhodamine fluorescence, 2 h; hit rate 0.7% among 47,000; AID 1645858; Q5T2D3
Target sequence (Q5T2D3 whole entry, looked up): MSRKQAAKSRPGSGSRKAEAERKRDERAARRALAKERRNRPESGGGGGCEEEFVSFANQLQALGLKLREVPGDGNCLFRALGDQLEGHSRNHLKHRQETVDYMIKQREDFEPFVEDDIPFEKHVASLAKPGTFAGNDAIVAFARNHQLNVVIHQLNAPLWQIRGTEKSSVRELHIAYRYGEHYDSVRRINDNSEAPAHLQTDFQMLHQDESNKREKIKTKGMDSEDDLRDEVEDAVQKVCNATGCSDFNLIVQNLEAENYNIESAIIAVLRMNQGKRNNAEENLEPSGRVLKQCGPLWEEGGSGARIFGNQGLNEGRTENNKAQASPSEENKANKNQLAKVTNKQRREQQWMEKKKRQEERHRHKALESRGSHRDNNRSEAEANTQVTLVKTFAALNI
USP28 block – human USP28 deubiquitinase inhibition | Q96RU2 | purified USP28, Ub-rhodamine cleavage fluorescence, 30 min | inhibition, % at 25 µM | hit rate 3% among 47,000 | AID 1645857
USP30 inh – inhibitors of human USP30 deubiquitinase. hit rate 5.3% among 47,000. Q70CQ3. AID 1645860. inhibition, % at 25 µM. purified USP30, Ub-rhodamine cleavage fluorescence
* marks the source's active call; other numbers are inactive results; nt = not tested or not shown. Cut-off read from the data, not from the text of the source: active = inhibition above about 30%; inactive = the rest.

| mol | UCHL1 block | USP17 inh | USP10 block | USP7 block | USP8 inh | OTUD3 block | USP28 block | USP30 inh |
| --- | --- | --- | --- | --- | --- | --- | --- | --- |
| CC1(C)CC(NC(=O)c2nc(-c3ccc4cc[nH]c4c3)no2)CC(C)(C)N1 | 1 | 0 | 0 | 3 | 1 | 7 | 12 | 29 |
| Cn1cc(-c2cnc(-c3cccnc3)nc2)cc1C(=O)NCC(C)(C)CO | 2 | -4 | 2 | 5 | -37 | 0 | -1 | -1 |
| Cc1ccc(Cn2nnc3c(=O)[nH]c(C4CCN(C(=O)c5c(F)cccc5F)CC4)nc32)cc1 | 3 | -2 | 5 | -4 | 0 | 2 | 3 | 14 |
| COc1ccc(CNC(=O)c2nc3c(s2)CCN(C(=O)c2cc(C)on2)CC3)cc1 | 4 | -9 | -2 | 0 | 4 | 1 | 13 | 7 |
| Cc1nc(CNC(=O)Cc2ccc(Cl)cc2)cs1 | 0 | -8 | -2 | -11 | 0 | -1 | -1 | 4 |
| Cc1nc(N2CCCC2)c2sc3nc4c(cc3c2n1)COC(C)(C)C4 | 2 | -4 | -1 | 0 | -11 | 1 | 2 | 8 |
| Cc1cccc(NC(=O)Cn2c(N3CCOCC3)nc3cc(C)n(C)c3c2=O)c1 | -1 | 47* | -2 | -2 | 10 | -1 | 12 | 61* |
| CN1CCC[C@@H]1c1cccnc1 | 1 | 10 | -1 | 5 | 19 | 14 | 11 | 10 |
| COc1cccc(C(=O)NCC(c2cccc3ccccc23)N2CCOCC2)c1OC (stereo not drawn) | 1 | 0 | 1 | -3 | -1 | -2 | 0 | 9 |
| Cc1ccccc1NC(=O)Cn1c(N2CCOCC2)nc2cc(C)n(C)c2c1=O | -1 | 36* | -6 | -2 | 5 | 15 | 10 | 62* |
| Cc1ccc(-c2cn(CC(=O)NCc3cccc(F)c3)c(=O)o2)cc1 | 15 | 77* | 12 | 6 | -19 | 0 | 28 | 56* |
| Cc1c(C(=O)NCc2ccc3c(c2)OCO3)oc2ccc(S(=O)(=O)N3CCC4(CC3)OCCO4)cc12 | 0 | 0 | -7 | 7 | -13 | 8 | 8 | -8 |
| CNc1nc(C2CCN(C(C)=O)C2)nc2c1CN(Cc1ccc3ncccc3c1)CC2 (stereo not drawn) | -2 | 1 | -5 | -2 | 8 | 1 | 6 | 5 |
| C=C[C@H]1C(=C)CC[C@@H]2[C@@H]1C[C@H](O)[C@@]1(O)[C@@]2(C)CC[C@@H](O)[C@@]1(C)C(=O)O | -18 | -23 | -7 | -13 | -79 | -10 | -9 | -44 |
| COc1ccc(CNC2C3CC4CC(C3)CC2C4)c(OC)c1C (stereo not drawn) | -1 | -3 | 0 | -2 | 3 | 5 | -1 | 3 |
| O=S(=O)(c1ccccc1)n1nc(-c2cccnc2)nc1NCc1ccc(Cl)cc1 | 8 | 0 | 8 | -141 | 4 | 4 | 17 | 22 |
| CC(=O)NC(Cc1ccc(F)cc1)C(=O)NC1CCN(C(=O)C2CCCCC2)CC1 (stereo not drawn) | 5 | 7 | 0 | 8 | 9 | 10 | 8 | 11 |
| Cc1nc2ncnn2c2c1CCN2CCN1CCCCC1 | 3 | -26 | -2 | 5 | -5 | 0 | nt | nt |
| CCOCCCN1C(=O)c2ccc(-c3ccco3)n2CC1(C)C(=O)NC1CCCC1 (stereo not drawn) | 0 | -22 | -7 | -42 | 0 | -42 | -48 | -225 |
| Nc1c(C(=O)Nc2cc(C(F)(F)F)ccc2Cl)sc2nc3c(cc12)CCC3 | -2 | -6 | -2 | 2 | -2 | -7 | -11 | -3 |
| Cc1nc(C2COCCN2C(=O)c2noc3c2CCCC3)cc(=O)[nH]1 (stereo not drawn) | 4 | -2 | 0 | 5 | 1 | 18 | 6 | 12 |
| O=C1C2CSCN2C(=O)N1c1ccccc1F (stereo not drawn) | 1 | 9 | 0 | 0 | 4 | 8 | nt | nt |
| O=C(Cc1noc(-c2ccc(F)cc2)n1)Nc1ccccc1 | -18 | -28 | 0 | -16 | -19 | -41 | -45 | -198 |
| CCCCCn1ccc2c(cnc3nc(-c4cccnc4)nn32)c1=O | 3 | 22 | 1 | 0 | 21 | 14 | 15 | 25 |
| O=C(c1cccnc1)N1CCN(c2cc(-c3ccccc3)[nH]n2)CC1 | 4 | -26 | 2 | 9 | 4 | 14 | 5 | 13 |
| Cc1noc(C)c1CSc1ncccc1C(=O)Nc1ccnn1Cc1cccnc1 | 1 | 3 | 1 | 3 | 6 | 1 | 6 | -5 |
| C/C=C\C=C\[C@@H]1O[C@](O)([C@H](CC)C(=O)NC/C=C/C=C(\C)[C@@H](OC)[C@@H](C)[C@@H]2O[C@H](/C=C/C=C/C=C(\C)C(=O)c3c(O)cc[nH]c3=O)C(O)C2O)[C@H](O)[C@H](O)C1(C)C (stereo partly drawn) | -14 | -78 | -9 | -17 | -62 | -29 | -38 | -99 |
| O=C(/C=C/c1ccco1)Nc1nc2n(n1)C(c1ccccc1)CC(=O)N2 (stereo not drawn) | -33 | -7 | -8 | -80 | -8 | -7 | -31 | -195 |
| c1cncc(-c2nc(NCC3CCCO3)c3c4c(sc3n2)CCCC4)c1 (stereo not drawn) | 3 | -4 | 5 | -11 | -2 | -9 | -13 | -17 |
| CC(=O)c1ccc(N2CCN(S(=O)(=O)c3ccc4c(c3)OCC(=O)N4)CC2)cc1 | 0 | 2 | 2 | 5 | 7 | 8 | 7 | 14 |
| COc1cccc(CNC(=O)c2cnc3sc4c(n3c2=O)CCC4)c1 | -1 | -9 | 0 | 2 | -11 | 1 | -1 | -55 |
| Cc1c(C(=O)N2CCN(c3ccccc3F)CC2)oc2c1C(=O)CC(C)(C)C2 | -3 | -5 | 2 | -6 | -17 | -4 | 7 | -3 |
| COc1cccc(-n2cc(C(=O)N(C)c3ccccc3F)c3ccccc3c2=O)c1 | -1 | 0 | 0 | 0 | 0 | 1 | -6 | 2 |
| CNc1cc(C2CCCN(C(=O)C3CN(S(C)(=O)=O)C3)C2)ccn1 (stereo not drawn) | -3 | -10 | -2 | -4 | -31 | -9 | -10 | -19 |
| O=C(Nc1nc2c(s1)CN(S(=O)(=O)c1ccccc1)CC2)C1CCC1 | 2 | -2 | -2 | -8 | -115 | -1 | 15 | 0 |
| COCCN1C[C@@H]2C(=O)N(C)C3(CCN(S(=O)(=O)c4cccc(C)c4)CC3)[C@@H]2C1 | -2 | -13 | -3 | -3 | -58 | -5 | -5 | 4 |
| Cc1nnc(SCC(=O)Nc2cccc(Cl)c2Cl)n1-c1ccc(F)cc1 | 3 | 1 | 2 | -15 | 0 | -109 | 7 | 9 |
| O=c1c(S(=O)(=O)N2CCCC2)cccn1Cc1ccc(F)cc1 | -14 | -13 | -4 | -24 | -15 | -8 | -15 | -68 |
| COc1ccc(-c2cc(C(F)F)n3ncc(C(=O)NC(C)c4ccc(C(C)C)cc4)c3n2)cc1 (stereo not drawn) | 4 | 12 | 0 | 10 | 24 | 11 | -6 | 26 |
| Cc1cc(OCC(=O)Nc2cccc(C(N)=O)c2)ccc1Cl | -3 | -4 | -6 | nt | -3 | -7 | 4 | 8 |

The list goes on:
Sequence of screens – UCHL1 block	USP17 inh	USP10 block	USP7 block	USP8 inh	OTUD3 block	USP28 block	USP30 inh
COc1ccc(-c2csc3ncnc(NCCN4CCN(C)CC4)c23)cc1
    2	5	-1	0	5	8	3	7
CCC(C)NC(=O)Cn1c(=O)n(-c2ccccc2)c(=O)c2ccc(C(=O)NCc3ccco3)cc21 (stereo not drawn)
    4	16	7	-5	25	32*	39*	73*
CCCN(C(=O)c1sc2nc3n(c(=O)c2c1C)CCCCC3)c1ccc(C(C)C)cc1
    1	11	1	3	-198	6	8	16
CCN(CC)S(=O)(=O)c1cccc(NC(=O)c2ccc(OC(F)(F)F)cc2)c1
    8	13	12	13	17	7	30*	18
CCCCCCCC[C@@H](C)[C@@H]1OC(=O)[C@H](CO)NC(=O)[C@H](C(=O)c2c[nH]c3ccccc23)NC(=O)[C@@H](CCC(=O)O)NC(=O)[C@H]1C
    2	22	24	-6	0	4	16	27
O=C(NCCC1=CCCCC1)c1[nH]nc2c1COc1ccccc1-2
    -6	-31	-1	-5	9	-22	-5	-68
COc1cccc(CNC(=O)CCCc2nnc3c(=O)n(-c4cccc(F)c4)ccn23)c1
    0	-2	-3	2	2	2	-2	-26
CC(C)C(=O)N1C[C@H]2C[C@H](C(=O)N3CCOCC3)[C@@H](C1C)N2Cc1ccccc1 (stereo partly drawn)
    -3	-6	-3	-1	1	-4	-4	-6
Cc1nc(Nc2ncccn2)cc(C2CCCN2Cc2cnn(C)c2)n1 (stereo not drawn)
    0	5	-2	3	-4	6	-8	-16
O=C(c1cccnc1)N1CCC2(CC1)CN(c1ncccn1)c1ccccc12
    -4	-12	-3	0	-31	-4	-7	-9
Cc1cccc(NC(=O)Nc2ccc(C)n(CC(=O)N3CCC(C)CC3)c2=O)c1
    -2	-4	1	-3	2	-4	-2	4
Cc1ccc2c(Nc3cccc(F)c3)c(-c3nc(C)no3)cnc2n1
    -8	-1	-3	-8	-10	-6	9	-14
CCOc1ccccc1NC(=O)Cn1c(=O)n(CCCC(=O)NC2CCN(Cc3ccccc3)CC2)c(=O)c2ccccc21
    1	0	2	0	-38	3	5	11
Cc1ccc(N2CC(C)Cn3c2nc2c3c(=O)n(Cc3ccc(Cl)cc3)c(=O)n2C)cc1 (stereo not drawn)
    -2	-11	4	-5	-23	2	-2	-3
COc1ccc(NS(=O)(=O)c2ccc(OC)c(NC(=O)c3ccc(OC)cc3)c2)cc1
    5	5	7	10	2	12	5	15

Three compounds picked at random from the list so far:
Sequence of screens – UCHL1 block	USP17 inh	USP10 block	USP7 block	USP8 inh	OTUD3 block	USP28 block	USP30 inh
Cc1ccc(N2CC(C)Cn3c2nc2c3c(=O)n(Cc3ccc(Cl)cc3)c(=O)n2C)cc1 (stereo not drawn)
    -2	-11	4	-5	-23	2	-2	-3
COc1cccc(CNC(=O)CCCc2nnc3c(=O)n(-c4cccc(F)c4)ccn23)c1
    0	-2	-3	2	2	2	-2	-26
Cc1nc(Nc2ncccn2)cc(C2CCCN2Cc2cnn(C)c2)n1 (stereo not drawn)
    0	5	-2	3	-4	6	-8	-16

Following part
Sequence of screens – UCHL1 block	USP17 inh	USP10 block	USP7 block	USP8 inh	OTUD3 block	USP28 block	USP30 inh
Cc1ccccc1CNC(=O)C1CCCN1c1nnc(N2CCCC2=O)s1 (stereo not drawn)
    -4	-12	-3	-3	-19	-5	-10	-6
CNC(=O)c1cc(C2CN(S(=O)(=O)N(C)C)CCO2)nc2ccccc12 (stereo not drawn)
    2	16	1	2	24	15	7	27
COc1ccc(-c2cc(C(=O)NCCN3CCCCCC3)[nH]n2)cc1
    -11	28	-12	-14	-15	-31	-12	-99
O=C1N(Cc2ccc(Cl)cc2)c2ccccc2S(=O)(=O)N1Cc1ccccc1
    2	-4	9	-17	9	0	5	9
CCC(Sc1nc2ccncc2[nH]1)C(=O)N(CC)c1ccccc1 (stereo not drawn)
    -3	-11	-2	4	-16	10	5	0
Cc1[nH]c2ccccc2c1/C=C(\C#N)c1nnc(N2CCOCC2)n1-c1ccccc1
    -4	nt	-7	-48	-3	-15	-16	-31
Fc1ccccc1N1CCN(Cc2c(-c3ccc(Cl)cc3)nc3ccccn23)CC1
    5	-15	6	-16	-12	-10	-21	-19
CCOc1ccccc1CNC(=O)Cc1c(C)n[nH]c1C
    1	9	2	7	6	8	0	8
O=C(O)c1ccc(-n2cc(-c3cnccn3)cn2)cc1
    1	1	-1	3	14	8	3	-7
Cc1[nH]ccc(=O)c1OCc1c(F)cccc1Cl
    -2	5	-3	1	19	6	11	0
COc1cc(CNCCC2=CCCCC2)ccc1Oc1nnnn1-c1ccccc1
    -3	12	0	5	13	12	10	15
O=C(NC1CCCC1)c1cccc(-c2cnc(NC3CCCCC3)nc2)c1
    -1	nt	6	7	12	-4	-5	3
COC(=O)N1C[C@H](Oc2ccccn2)[C@H]2C[C@@H]1CC[C@H]2N1CCOCC1
    1	-2	0	0	0	-5	-4	-9
CCCC(=O)Nc1nc2ccc(CCC(=O)NCc3ccccc3)cc2s1
    0	4	2	4	10	-2	2	-16
O=c1c2ccccc2c(-c2nc(-c3cccnc3)no2)cn1-c1ccc(Cl)cc1
    3	4	2	4	7	8	6	38*
Cc1ccc(NC(=O)CCc2nc3c(C)nn(-c4ccccc4)c3n(C)c2=O)cc1C
    3	27	14	5	1	4	5	7
CCOC(=O)c1c(NC(=O)CNc2ccccc2Cl)sc(Cc2ccc3c(c2)OCO3)c1C
    -2	-1	-5	1	6	5	-3	-4
CC(C)(C)NC(=O)CN1CCC2(CCC1=O)CNC(=O)c1ccccc1O2 (stereo not drawn)
    2	8	4	2	9	0	0	11
CS(=O)c1ccccc1COC(=O)Nc1ccccc1 (stereo not drawn)
    0	7	3	2	16	0	9	14
Cc1ccccc1C(=O)Nc1c(-c2ccccn2)c(=O)c2ccccc2n1C
    -3	-3	-5	0	-6	-9	-4	-39
CC(C)(C)c1cnc(CN2CCCC(N3CCNC3=O)C2)o1 (stereo not drawn)
    -1	2	-2	0	11	-1	0	-10
CCOC(=O)c1ccc(NC(=O)C[n+]2cc(-c3ccc(Cl)cc3)n3c2CCC3)cc1
    3	9	5	3	5	24	35*	51*
COc1ccc(-c2cn3c(nc4c3c(=O)n(C)c(=O)n4C)o2)cc1OC
    0	16	0	0	12	16	10	27

Screening results: PubChem, Dana-Farber Cancer Institute and Novartis Institutes for BioMedical Research (Cambridge, Mass)
